GAA glycogen: qHTS Assay for Inhibitors and Activators of Human alpha-Glucosidase Cleavage of Glycogen | recombinant GAA, glycogen substrate, Amplex Red glucose oxidase fluorescence | Potency, µM (top dose mostly 76.4 µM), without a hit: at the highest dose activity change, negative = inhibition, hits mostly inhibitors | hit rate 0.38% among 300,000 | AID 2100, 2009;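 further: 0% = full enzyme reaction and -100% = no-enzyme basal signal; the screen sought inhibitors and activators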
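Recombinant enzyme (4 nM final) with compounds titrated up to 77 uM and bovine liver glycogen (30 ug) in citrate pH 5.0, 0.01% Tween-20, 37 C 40 min. Released glucose detected by Amplex Red/glucose oxidase (Ex 573/Em 610); AC50 from Hill fits.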
Tau fluor counter: Counterscreen qHTS for Inhibitors of Tau Fibril Formation, Fluorescence Polarization. Potency, µM (top dose mostly 57.7 µM), without a hit: at the top dose activity change, negative = decrease. tau K18 P301L Alexa594 fluorescence, heparin fibrillization. AID 1463, 2008. hit rate 0.93% among 280,000; further: on the % scale 0 is the no-effect control and ±100 the full control effect; nearly all actives have a fitted effect of over 55% in size
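Human tau K18 P301L (15 uM unlabeled, 0.24 uM Alexa 594-labeled) in 100 mM sodium acetate pH 7 with 20 uM heparin, 6 hr at 37 C. ThT 30 uM added, 1 hr ambient; Alexa 594 FP and total fluorescence read at 555/632 nm.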
aGlu spleen mod: qHTS Assay for Inhibitors and Activators of Human alpha-Glucosidase From Spleen Homogenate; AID 2112, 2009; human spleen homogenate, 4-MU-alpha-glucoside fluorescence; hit rate 0.006% among 240,000; Potency, µM (doses to about 79.9 µM), inactives show top-dose activity change, negative = inhibition, hits mostly inhibitors;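 further: 0% = enzyme with vehicle and -100% = no enzyme basal signal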
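Human spleen homogenate (1 ug) with 4-methylumbelliferyl-alpha-D-glucopyranoside (1 mM final) in 50 mM citrate/phosphate pH 5.0, 0.01% Tween-20; 40 min at 37 C. Stopped at pH 10; 4-MU fluorescence Ex 365/Em 440 nm; AC50 by Hill fit.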
GAA inh: qHTS Assay for Inhibitors of Human alpha-Glucosidase as a Potential Chaperone Treatment of Pompe Disease. purified human GAA, 4-MU-alpha-glucoside fluorescence. Potency, µM (top dose mostly 76.9 µM), for inactives: at the top dose activity change, negative = inhibition, most hits filed as inhibitors. Lysosomal alpha-glucosidase (Homo sapiens), P10253. hit rate 0.005% among 200,000. AID 1466, 2008;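 further: plate controls were uninhibited enzyme wells for no effect and no-enzyme background for full effect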
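Fluorogenic assay: 4 nM human alpha-glucosidase with 400 uM 4-methylumbelliferyl-alpha-D-pyranoside in 50 mM citrate/phosphate, 0.005% Tween-20, pH 5.0, 20 min at room temperature. Compounds tested up to 77 uM; AC50 from Hill fits.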
Tau fibril ThT: qHTS for Inhibitors of Tau Fibril Formation, Thioflavin T Binding; hit rate 2.1% among 270,000; recombinant tau K18 P301L, heparin-induced fibrillization, ThT fluorescence; Potency, µM (top dose mostly 57.4 µM), without a hit: at the top dose activity, negative = inhibition, usual class: inhibitors; further: on the % scale 0 is the no-effect control and ±100 the full control effect; nearly all actives have a fitted effect of over 55% in size
Target sequence (P10636 561-689 P618L limits assumed): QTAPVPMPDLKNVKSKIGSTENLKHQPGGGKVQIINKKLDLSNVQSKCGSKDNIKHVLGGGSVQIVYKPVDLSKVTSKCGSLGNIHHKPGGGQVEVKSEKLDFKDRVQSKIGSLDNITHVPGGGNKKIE
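ThT emission at 510 nm, taken 1 hr after adding 30 uM dye, quantifies aggregates formed when 20 uM heparin acts on human tau K18 P301L for 6 hr at 37 C.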
HTT ATP protect: qHTS Multiplex Assay to Identify Dual Action Probes in a Cell Model of Huntington: Cytoprotection (ATP). Potency, µM (titrated, usually from 56.4 µM), for the others: cytoprotection (ATP increase), most hits filed as activators. hit rate 0.14% among 230,000. PC12 HTT-Q103 induced, cytoprotection, ATP luminescence, 40 h;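 further: % of control where 0% means no effect; nearly all actives have a fitted effect of over 45% in size; toxic huntingtin expression switched on by the ecdysone agonist tebufenozide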
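Compounds added alongside 100 nM tebufenozide, which induces toxic Q103 huntingtin exon 1-GFP in stable PC12 cells; surviving cells quantified by luminescent ATP measurement. Medium: phenol red-free DMEM, 5% equine and 5% calf serum.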
GLA spleen mod: qHTS Assay for Inhibitors and Activators of Human alpha-Galactosidase From Spleen Homogenate; Alpha-galactosidase A (Homo sapiens), P06280; AID 2107, 2009; hit rate 0.008% among 240,000; human spleen homogenate, 4MU-alpha-Gal fluorescence, 40 min; Potency, µM (doses to about 80 µM), for inactives: at the top dose activity change, negative = inhibition, most hits filed as inhibitors;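 further: 0% = enzyme with vehicle and -100% = no enzyme basal signal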
Target sequence (P06280 32-429 limits assumed): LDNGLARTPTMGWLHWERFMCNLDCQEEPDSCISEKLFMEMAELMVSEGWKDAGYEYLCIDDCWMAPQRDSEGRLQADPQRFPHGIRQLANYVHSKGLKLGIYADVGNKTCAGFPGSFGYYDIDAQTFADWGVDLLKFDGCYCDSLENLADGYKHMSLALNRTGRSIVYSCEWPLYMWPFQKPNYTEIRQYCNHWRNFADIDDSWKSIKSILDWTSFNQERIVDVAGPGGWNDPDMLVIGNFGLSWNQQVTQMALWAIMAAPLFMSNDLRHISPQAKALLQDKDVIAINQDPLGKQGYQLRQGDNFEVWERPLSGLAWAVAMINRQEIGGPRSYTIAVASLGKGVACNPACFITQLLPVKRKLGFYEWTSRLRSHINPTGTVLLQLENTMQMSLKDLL
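Fluorogenic readout (Ex 365/Em 440 nm) of 4-methylumbelliferone released from 1 mM 4-MU-alpha-galactoside by spleen homogenate, 40 min at 37C, pH 5.0. Data normalized to no-enzyme and enzyme controls; Hill-equation AC50 from compound titrations.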
Tau FP inhib: qHTS for Inhibitors of Tau Fibril Formation, Fluorescence Polarization; K18 P301L tau heparin fibrillization, Alexa594 FP, 6 h; Potency, µM (titrated, usually from 57.7 µM), without a hit: top-dose activity, negative = inhibition, actives largely listed as inhibitors; AID 1468, 2008; hit rate 0.39% among 280,000; further: on the % scale 0 is the no-effect control and ±100 the full control effect; nearly all actives have a fitted effect of over 55% in size
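Heparin (20 uM) drove fibril formation of recombinant tau K18 P301L, 15 uM unlabeled with 0.24 uM Alexa 594 label, for 6 hr at 37 C in 100 mM sodium acetate pH 7. Fluorescence polarization (555/632 nm) read 1 hr after 30 uM ThT.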
Starred values were filed as active, the others as inactive; ? = inconclusive; . = not tested or not shown; & = joins results of further samples; [ ] = another dose, or the depositor's remark. The call rests on the fitted dose curve; in most records, active means well fitted curve in the direction sought with a large enough effect; inconclusive means small, poorly fitted or top-dose-only effect, or another doubt; inactive means no such curve, though single readings can be large; an effect the other way counts as inactive or inconclusive. Potency means the concentration at half of the fitted maximal effect. An unsorted share of the library; about 3.3% have a hit in one of these screens.

nr | SMILES | GAA glycogen | Tau fluor counter | aGlu spleen mod | GAA inh | Tau fibril ThT | HTT ATP protect | GLA spleen mod | Tau FP inhib
1 | COc1ccc(-n2ncc3c(=O)n(CC(=O)OCc4ccccc4)cnc32)cc1 | 7% | -4% | -10% | 1% | -8% | 7%[10 µM] | -6% | 4%
2 | Cc1cc2cc(CNC(=O)CCC(=O)O)ccc2n1C | 11% | -9% | -8% | 3% | -15% | -16% | 6% | -7%
3 | Clc1ccc(CSc2nnc(-c3ccncc3)o2)cc1 | 8% | -12% | -4% | -14% | -9% | -1% | 8% | -3%
4 | COc1cccc(NC2=NCC(=O)N2Cc2cccs2)c1 | -8% | -2% | 1% | -10% | -12% | -23% | 0% | 7%
5 | CCc1c2c(nc3cccc(OC)c13)OC(CC)C2 (stereo not drawn) | . | -9% | -9% | . | -10% | -54%[inhibitor] | -7% | 5%
6 | CCn1c(CCCOc2ccc(Cl)cc2Cl)nnc1SCC(=O)Nc1cc(F)ccc1C | -15% | -28% | -3% | -3% | ? | 3%[10 µM] | 1% | 4%
7 | CC(C)(CNC(=O)c1ccc(Cl)c(S(=O)(=O)N2CCc3ccccc3C2)c1)N1CCOCC1 | 16% | -9% | -6% | 7% | -2% | -28% | -3% | -1%
8 | O=C(O)c1nc2ccccc2nc1C(=O)O | 13% | -13% | -5% | -6% | ? | -8% | 0% | -7%
9 | CNC(=O)c1c2c(nc3ccc(Br)cc13)CCCC2 | 1% | 4% | 4% | 2% | -5% | -17% | 2% | 6%
10 | CN(C)Cc1ccccc1-c1nc(NCc2ccccc2)c2ccccc2n1 | . | -18% | -3% | . | -10% | -45%[inhibitor] | -1% | -3%

Carrying on.
nr | SMILES | GAA glycogen | Tau fluor counter | aGlu spleen mod | GAA inh | Tau fibril ThT | HTT ATP protect | GLA spleen mod | Tau FP inhib
11 | Cc1cnc(NC(=O)[C@H](C)N2C(=O)C3CCCCC3C2=O)s1 (stereo partly drawn) | 0% | -3% | 1% | -8% | -8% | -5% | 0% | 2%
12 | Cc1cccc(Cn2nnc3c(=O)[nH]c(C4CCCN(C(=O)c5ccccc5Cl)C4)nc32)c1 (stereo not drawn) | -9%[76.3 µM] | -3% | . | . | -12% | . | . | 3%
13 | CCC(N=c1cc(-c2ccc(OC)cc2)oc2ccc(C)cc12)C(=O)O (stereo not drawn) | 2% | 3% | 12% | ? | ? | -8%[10 µM] | ? | 0%
14 | C=CCc1c(C)nc2ccc(C(=O)OCC)cc2c1Cl | 7% | -29% | 3% | 4% | -18% | -17%[10 µM] | -6% | -7%
15 | CCCCN1C=C(C(=O)OC)C(c2ccccc2Cl)C(C(=O)OC)=C1 | -8% | 13% | ? | ? | 11% | -15% | ? | 9%
16 | CCOC(=O)C1CCN(c2ncnc3c2oc2ccc(Cl)cc23)CC1 | -12% | -16% | 5% | -6% | ? | -11% | 4% | -1%
17 | FC(F)(F)c1cnc(N2CCN(C(=S)NCc3ccccc3)CC2)c(Cl)c1 | -8% | -15% | 0% | -14% | -10% | 30%[10 µM] | 2% | ?
18 | Cc1ccc2cc(CN(CCN3CCOCC3)C(=O)NCc3ccccc3)c(=O)[nH]c2c1C | -3% | -4% | 5% | 6% | -1% | 11%[10 µM] | -5% | -7%
19 | CCOC(=O)C1(Cc2cccc(OC)c2)CCCN(Cc2ccc(NC(C)=O)cc2)C1 (stereo not drawn) | 3% | -8% | 5% | -8% | -2% | 11%[10 µM] | 9% | 2%
20 | COc1ccc(CCC(=O)Nc2cc(Cl)ccc2N2CCN(C)CC2)cc1 | 11% | -9% | 6% | 5% | -13% | -23% | 8% | -2%

(listing goes on)
nr | SMILES | GAA glycogen | Tau fluor counter | aGlu spleen mod | GAA inh | Tau fibril ThT | HTT ATP protect | GLA spleen mod | Tau FP inhib
21 | COCCN(Cc1ccccc1)P(=O)(O)c1ccccc1OCC(=O)O | 13% | -3% | 6% | 2% | -5% | -11% | 7% | -7%
22 | Cc1cccc2nc(CSc3nc4ccc([N+](=O)[O-])cc4[nH]3)c(Br)n12 | -3% | ? | 7% | -6% | ? | 25%[10 µM] | 8% | ?
23 | O=C(COC(=O)c1cc(S(=O)(=O)N2CCOCC2)c(Cl)cc1Cl)Nc1ncc(C(F)(F)F)cc1Cl | 7% | -7% | -2% | 7% | -12% | -9% | 0% | 1%
24 | O=S(=O)(c1cccs1)N1CN(CC2CCCO2)c2nc3ccccc3nc21 (stereo not drawn) | -5% | -7% | 5% | -1% | 1% | -26% | 6% | -6%
25 | CCCCCCOc1ccccc1C(N)=O | . | -21% | -5% | . | ? | -148%[inhibitor] | 0% | 2%
26 | N#CC1=C(N)Oc2cc(O)ccc2C1C1CCCCC1 (stereo not drawn) | -10% | ? | 2% | 0% | -5% | -24% | 10% | -10%
27 | Cc1cc(=O)n2[nH]c(-c3ccc(Cl)cc3)cc2n1 | -8% | 6% | 4% | 1% | -5% | -14%[10 µM] | 7% | -2%
28 | CCOc1ccc(NC(=O)c2ccc(-n3cccn3)nc2)cc1 | 2% | 3% | 7% | 1% | -10% | . | -1% | -4%
29 | CSc1nc(N)c2ncn([C@H]3O[C@H](COP(=O)(O)OP(=O)(O)O)[C@@H](O)[C@@H]3O)c2n1 | . | -3% | -6% | . | -7% | ? | -1% | -1%
30 | CN(C)/C=C(/C#N)C(=O)c1cccc(Oc2ccc(C(C)(C)C)cc2)c1 | -6% | -10% | -10% | -8% | -21% | -2% | -10% | ?

Additional structures.
nr | SMILES | GAA glycogen | Tau fluor counter | aGlu spleen mod | GAA inh | Tau fibril ThT | HTT ATP protect | GLA spleen mod | Tau FP inhib
31 | CCOC(=O)c1c(-c2ccccc2)oc2ccc(OC)cc12 | 3% | -18% | -10% | -1% | -15% | 14% | 0% | -10%
32 | Cn1c(=O)c2c(nc(SCC(=O)Nc3ccc(F)cc3)n2Cc2ccccc2F)n(C)c1=O | -3%[76.3 µM] | -16% | . | . | -1% | . | . | -16%
33 | CC1CCCC(NC(=O)COC(=O)CN2C(=O)C3CCCCC3C2=O)C1C (stereo not drawn) | 12% | -2% | 2% | -6% | 0% | 15%[10 µM] | 13% | 1%
34 | CC1CN(CC(O)COC(c2ccc(Cl)cc2)c2ccc(Cl)cc2)CC(C)O1 (stereo not drawn) | -8% | -4% | 4% | -5% | -6% | -16%[10 µM] | -4% | 8%
35 | N=C(c1cccc([N+](=O)[O-])c1)N1CCCCC1 | -6% | 5% | -4% | 7% | 2% | 7%[10 µM] | 9% | 6%
36 | Fc1ccc(C(NCCc2ccccc2)c2nnc(-c3ccccc3Cl)o2)cc1 (stereo not drawn) | 6%[76.3 µM] | -22% | . | . | ? | . | . | 1%
37 | COc1cccc(C2C(C#N)=C(N)Oc3cc(C)n(Cc4ccccn4)c(=O)c32)c1OC (stereo not drawn) | -1% | -10% | -1% | -14% | -4% | -6% | -3% | -3%
38 | Cc1ccc(S(=O)(=O)CC(C)N2CCN(C3CCCCC3)CC2)cc1 (stereo not drawn) | -5% | -4% | -10% | 4% | -7% | -25%[1.9 µM] | 0% | 1%
39 | OCCC1CN(Cc2nc3ccccc3s2)CCN1CCc1ccccc1 (stereo not drawn) | 4% | -8% | 1% | 7% | 0% | -9%[10 µM] | 4% | 1%
40 | COc1ccc(/C=C(\C#N)C(=O)OCCNC(=O)c2ccncc2)cc1 | 4% | -7% | 1% | 1% | -15% | -19% | 2% | 0%

Continued.
nr | SMILES | GAA glycogen | Tau fluor counter | aGlu spleen mod | GAA inh | Tau fibril ThT | HTT ATP protect | GLA spleen mod | Tau FP inhib
41 | CNC(=O)CSc1nc2nn(-c3ccccc3)c(=O)c-2c2n1CCCCC2 | 7% | 1% | -11% | -6% | -8% | -3% | -2% | 6%
42 | O=c1[nH]c(N2CCCCC2)nc2c1CCCC2 | 8% | 1% | -11% | 1% | -6% | 2%[0.074 µM] | -8% | 0%
43 | COC(=O)c1cc(NC(=S)N2CCN(c3ccccn3)CC2)cc(C(=O)OC)c1 | 6% | 1% | -4% | 8% | 4% | -19%[10 µM] | -6% | -5%
44 | O=c1cc(C(F)(F)F)nc(-c2cccnc2)[nH]1 | -9% | -1% | -3% | -7% | -9% | -50%[inhibitor] | -9% | -1%
45 | c1ccc(C(c2ccccc2)N2CCN(Cc3nnnn3C3CCCC3)CC2)cc1 | -27% | -2% | -7% | -3% | -10% | -9%[10 µM] | -5% | 3%
46 | CC(=O)Oc1ccc(C(=O)Nc2ccccc2C(=O)NCC(C)C)cc1 | -7% | -2% | 2% | -4% | -7% | 1%[10 µM] | 2% | 0%
47 | Cc1nn(C)c(C)c1CN(C)C(=O)c1cnn2c1NC(c1ccccc1)CC2C(F)(F)F (stereo not drawn) | -8% | -3% | 7% | 2%[15.4 µM] | -5% | -1% | 6% | -4%
48 | COC(=O)C1=C(C)N(c2ccc(F)cc2)/C(=C/c2ccc(O)cc2)C1=O | 5% | -11% | 13% | -1% | -21% | -15% | 9% | -8%
49 | COC(=O)C1=C(C(=O)OC)[C@@H]2N(C)c3ccccc3[C@@]23C[C@@H](C(=O)OC)N(C(=O)c2ccc(Br)cc2)C3=N1 | 1% | 2%[11.6 µM] | 0%[17.4 µM] | . | 12%[11.5 µM] | -69%&9%[inhibitor][10 µM] | 1%[17.5 µM] | 9%[11.6 µM]

Screening data as filed in PubChem.
